# Arrestin-AP2 inh – human beta-arrestin and AP2 interaction inhibition; FITC-arrestin peptide / GST-AP2 beads, flow cytometry; AP2 beta2 appendage carries R879A mutation; inhibition, % at 10 µM; 340,000 tested, 0.31% active; AID 504490;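 active means inhibition above a set limit, near 3 SD of compounds lacking own fluorescence, cut at about 54% in these data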;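 further: plate controls were DMSO wells for no effect and 5 µM unlabelled arrestin peptide for full effect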
#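 Material – AP2 appendage R879A on GSH beads · Buffer or medium – PBS with 0.05% Tween 20 and 0.1% BSA · Probe or stimulus – fluorescein-tagged arrestin peptide at 50 nM final · Incubation – compound with beads 12 min RT, then probe 1 h RT · Detection – high-throughput flow cytometry of beads, ex 488, em 535 nm · Evaluation – percent response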
# SR-BI DiI-HDL act – SR-BI HDL lipid transfer activation. CHO ldlA[mSR-BI] cells, DiI-HDL uptake fluorescence, 3 h; 100 = double the neutral-control signal. 320,000 tested, 0.096% active. activation, % at 12.5 µM;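 active means mean replicate activation of at least 60% and every replicate at or above 60%; inconclusive means mean or all-replicate condition met, but not both; inactive means mean below 60% and not all replicates reaching 60%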;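 further: 0% = median plate neutral-control signal and 100% = twice that signal; values of inactives mirror those of a sister screen read the other way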
#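 Material: SR-BI-overexpressing, LDLR-lacking CHO cells; schedule: compound exposure 3 h, 37 °C; reagent: DiI-labelled HDL at 10 µg/mL final; technique: bottom-read fluorescence, 550/595 nm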
# PKA-R2B act – PKA-R2B complex activation; PKA-R2B holoenzyme dissociation, Cy5-IP20 fluorescence polarization; R2B truncated from residue 108, S112A mutant; 0% DMSO only, 100% 113 µM cGMP; activation, % at 11.4 µM; 340,000 tested, 0.079% active; AID 504700;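 active means activation above a cutoff set at the mean over all compounds plus 3 SD, cut at about 18% in these data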;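 further: higher means more holoenzyme dissociation and a rise in polarization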
# CDK5 p35 inh – CDK5/p35 (human) kinase inhibition. Recombinant CDK5/p35, ADP-Glo luminescence, 60 min. inhibition, % at 10 µM. AID 488839. Q00535+Q15078. 330,000 tested, 0.01% active;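 active means highest replicate inhibition of at least 50% and at least 75% of replicates reaching 50%; inconclusive means only one of the two criteria met; inactive means both criteria failed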;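 further: plate controls were DMSO neutral control for no effect and GW8510 at 10 µM for full effect; many of its hits are not listed in these tables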
# SUMO Mot1 rescue – SUMOylation pathway inhibition by Mot1-301 growth rescue; S. cerevisiae Mot1-301 growth rescue, ATP luminescence, 38.5C; percent above DMSO median, 100 means doubled; growth rescue, % at 18.8 µM; 320,000 tested, 1% active;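 active means every valid replicate shows activation above 250% relative to neutral control wells; inactive means the rest, any valid replicate at or below 250%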;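 further: OY570 slx delta 5 strain wells were the positive control but not used for scaling; some compounds called inactive have numbers as strong as hits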
# MITF TRPM1 HTS – MITF TRPM1 promoter activation in melanoma cells | AID 588334 | SK-MEL-5 TRPM1-promoter luciferase, 24 h; % of positive control, neutral wells = 0 | activation, % at 12.5 µM | 300,000 tested, 0.75% active;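 active means mean activation of at least 80% with every replicate also reaching 80%; inconclusive means mean reaches 80% but some replicate falls short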;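 further: 0% = neutral control wells and 100% = parthenolide positive control wells; values of inactives mirror those of a sister screen read the other way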
# PKA-R1A activ – activators of PKA-R1A complex. P00514+P68181. 340,000 tested, 0.083% active. PKA-R1A dissociation, Cy5-IP20 fluorescence polarization; scaled: DMSO 0%, 113 µM cGMP 100%. activation, % at 11.4 µM;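 active means percent activation above the mean of all tested compounds plus 3 SD, cut at about 19% in these data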;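 further: higher means more PKAc released from R1A so a rise in polarization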
# NSD2 HMT inh – NSD2 (human) methyltransferase inhibition | 310,000 tested, 0.54% active | inhibition, % at 12.5 µM | NSD2 peptide methylation, AlphaScreen, 120 min; in the data active means inhibition above about 50%
# SR-BI HDL uptake – blocks mouse SR-BI lipid uptake from DiI-HDL | ldlA[mSR-BI] CHO cells, DiI-HDL uptake fluorescence, 3 h | inhibition, % at 12.5 µM | 320,000 tested, 0.96% active | AID 488896;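 active means mean replicate inhibition of at least 70% and a set share of replicates each scoring 70 or more; inconclusive means meets just one of the two criteria; inactive means fails both criteria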;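 further: 0% = median of neutral control wells and 100% = median of positive control wells; values of inactives mirror those of a sister screen read the other way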
# dFosB act – activators of mouse delta FosB homodimer; AID 493131; P13346; purified delta FosB, TAMRA-CDK5 oligo fluorescence polarization; percent of positive-control signal above neutral wells; activation, % at 25 µM; 340,000 tested, 0.99% active;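 active means mean activation above about 17%, with every replicate also reaching it, limit read from the data, passing the limit was not always enough; inconclusive means only one of the two conditions met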;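 further: fluorescence polarization rise as delta FosB binds a TAMRA Cdk5 AP-1 oligo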
# DSG3 Ab inh – blocks pemphigus antibody binding to human desmoglein-3; DSG3-coupled beads, scFv-anti-DSG3-GFP binding, flow cytometry; stronger effect = lower value; binding (percent of control), % at 10 µM; P32926; 310,000 tested, 0.48% active;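 active means binding more than 3 SD below its plate's average and above zero; inconclusive means below that plate limit but binding exactly zero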;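 further: hits lower antibody fragment binding to DSG3; some compounds called inactive have numbers as strong as hits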
# Target sequence (P32926 whole entry, looked up, the tested form may be a part): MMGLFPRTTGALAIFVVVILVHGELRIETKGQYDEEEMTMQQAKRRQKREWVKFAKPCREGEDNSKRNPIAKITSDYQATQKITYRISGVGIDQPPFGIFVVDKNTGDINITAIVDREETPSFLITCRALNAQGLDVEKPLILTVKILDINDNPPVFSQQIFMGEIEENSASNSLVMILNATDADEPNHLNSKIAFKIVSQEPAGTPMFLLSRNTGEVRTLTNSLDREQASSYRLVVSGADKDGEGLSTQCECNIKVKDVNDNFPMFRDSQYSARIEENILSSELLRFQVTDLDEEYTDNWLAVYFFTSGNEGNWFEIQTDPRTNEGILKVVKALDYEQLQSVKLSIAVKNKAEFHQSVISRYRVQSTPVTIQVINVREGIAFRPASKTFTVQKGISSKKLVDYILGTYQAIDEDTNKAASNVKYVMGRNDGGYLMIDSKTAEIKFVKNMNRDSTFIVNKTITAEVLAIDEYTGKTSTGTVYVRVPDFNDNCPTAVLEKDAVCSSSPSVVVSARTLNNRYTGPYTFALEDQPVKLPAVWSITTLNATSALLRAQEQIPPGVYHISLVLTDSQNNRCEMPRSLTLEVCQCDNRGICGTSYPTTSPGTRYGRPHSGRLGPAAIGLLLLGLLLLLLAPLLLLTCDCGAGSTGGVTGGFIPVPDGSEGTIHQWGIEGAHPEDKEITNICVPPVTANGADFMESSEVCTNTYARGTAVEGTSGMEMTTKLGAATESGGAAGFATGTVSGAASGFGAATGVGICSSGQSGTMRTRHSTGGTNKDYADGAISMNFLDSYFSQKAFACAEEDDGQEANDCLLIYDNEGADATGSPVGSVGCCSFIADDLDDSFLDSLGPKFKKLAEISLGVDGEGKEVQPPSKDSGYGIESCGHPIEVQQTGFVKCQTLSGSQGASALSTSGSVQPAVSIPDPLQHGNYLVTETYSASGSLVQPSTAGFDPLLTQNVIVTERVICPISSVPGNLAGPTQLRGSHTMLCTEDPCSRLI
# Numbers without * were called inactive; u = inconclusive; x = not tested or not shown.
SMILES,Arrestin-AP2 inh,SR-BI DiI-HDL act,PKA-R2B act,CDK5 p35 inh,SUMO Mot1 rescue,MITF TRPM1 HTS,PKA-R1A activ,NSD2 HMT inh,SR-BI HDL uptake,dFosB act,DSG3 Ab inh
COc1ccc(NS(=O)(=O)c2ccc(OC)c(NC(=O)CNC(=O)c3ccc(OC)cc3)c2)cc1,2,-25,0,0.2,-11,-5,-4,1,25,39*,106
CC(=O)N1CCC(Nc2ccc(C)cc2)CC1,-1,21,2,0.8,-15,x,-13,x,-21,-4,111
Cc1sc2nc(CN3CCOCC3)[nH]c(=O)c2c1-c1ccccc1,3,-11,4,-2.4,-2,-5,-5,-2,11,-10,84
O=C(COC(=O)c1cccc(OC(F)F)c1)NCC1CCCO1 (centres undefined),29,15,-9,1.3,-1,-4,2,x,-15,-4,92
COc1ccc2c(c1)CCc1c(C(=O)N3CCCCCC3)noc1-2,-1,-4,-11,0.9,-26,121*,-9,-9,4,-2,107
CCc1nnc(NC(=O)c2ccc(S(=O)(=O)N3CCc4ccccc4C3)cc2)s1,6,5,0,0.1,11,5,-3,-3,-5,3,102
O=C(Cn1cc([N+](=O)[O-])ccc1=O)N1CCc2ccccc2C1,-11,-2,-8,-0.3,8,-7,-1,0,2,5,104
Cc1ccc(C(=O)N/N=C/c2ccc(N3CCOCC3)cc2)c(C)c1,6,-6,7,1.3,14,6,5,7,6,2,95
O=C(CSc1cccc[n+]1[O-])Nc1ccc(Cl)cc1F,4,11,1,-1.0,-9,-10,7,2,-11,-7,124
CCN(CC)C(=O)c1[nH]cnc1C(=O)N[C@@H](C)c1ccccc1,-9,25,4,-3.9,-17,-4,3,x,-25,-4,103
COc1ccc(N2CCN(C(=O)COC(=O)CCOc3ccccc3C)CC2)cc1,-12,9,4,-0.4,-10,-1,7,-1,-9,-14,97
Cc1cc(-c2ccco2)n(CC(=O)NCc2ccccc2)n1,-5,21,-2,0.4,-15,x,1,x,-21,-7,103
CCC1(C)Cc2c(c(=O)n(-c3ccccc3)c3ncnc(N)c23)CO1 (centres undefined),16,23,-2,2.0,x,-15,0,0,-23,3,102
O=C(Nc1cccc([N+](=O)[O-])c1)c1ccc2c(c1)OCCO2,-2,-14,-11,0.8,131,62,-17,1,14,7,98
Nc1cc(=O)[nH]c(SCCOc2ccccc2)n1,-5,-1,7,-0.8,-6,-9,1,0,1,1,104
Cc1ccc(-n2ncc3c2CCCC3NC(=O)c2ccccc2N2CCOCC2)cc1C (centres undefined),24,-33,3,-1.2,-59,-4,6,0,33,1,102
CCOc1cccc(-c2cc(C(=O)N/N=C/c3ccc(OC)c(CN4CCOCC4)c3)c3ccccc3n2)c1,11,-38,-2,-1.7,-14,1,-10,-3,38,39*,107
Cc1cc(NC(=O)c2cc3n(n2)C(C(F)(F)F)CC(c2ccco2)N3)no1 (centres undefined),-1,11,1,0.4,8,x,10,x,-11,6,84
CCOc1ccc(NC(=O)c2nn(C)cc2Br)cc1,25,-5,-1,1.9,-12,53,5,-3,5,-1,97
O=C1NC[C@H](Cc2ccccc2)N(C[C@H]2CCCN2C[C@H](Cc2ccc(O)cc2)N2C[C@H](Cc3ccc(O)cc3)N(CC3CCCCCC3)C(=O)C2=O)C1=O,20,10,-10,0.1,x,-1,-7,x,-10,-2,99
O=S(=O)(c1ccc(Cl)cc1)N(CCCN1CCOCC1)Cc1cccs1,14,-6,0,-1.1,36,1,1,0,6,-3,99
COc1ccc(/C=N/NC(=O)CCC(=O)Nc2ccc(Br)cc2)c(OC)c1,-2,-65,-7,0.9,110,-11,-16,-1,65,-4,107
Cc1ccccc1Cn1c2ccccc2c2cnn(CC(=O)N3CCN(c4ccccc4)CC3)c(=O)c21,11,25,-4,1.0,x,-1,-4,x,-25,-11,99
Cc1ccccc1NC(=O)CCCN1C(=O)C2CC=CCC2C1=O (centres undefined),9,8,3,0.0,0,-8,4,-3,-8,5,99
CCCCNC(=O)CSc1cc(=O)n(C)c2ccccc12,3,-3,-6,-1.3,2,3,5,-3,3,-8,104
Cc1ccc(S(=O)(=O)NCc2c(Cl)cccc2Oc2ccccc2)cc1,21,-21,-2,0.4,31,5,-20,-3,21,-10,112
COC(=O)c1ccc2nc(NC(=O)C3CC3)sc2c1,3,-11,4,-0.6,15,61,6,3,11,-17,108
CC1=NN(C(=O)c2ccc(Cn3ccc([N+](=O)[O-])n3)cc2)C(O)(C(F)(F)F)C1 (centres undefined),0,-44,2,1.3,-6,8,9,1,44,-1,96
Nc1nc(Nc2ccccc2)nc(NCCO)c1[N+](=O)[O-],2,1,-2,6.0,-14,22,1,0,-1,3,x
COc1ccc(-c2csc(NC(=O)CCCc3cccs3)n2)cc1,8,-10,0,0.5,-27,5,1,0,10,4,116
Cn1nnc2cc(C(=O)NC3CCCCC3)ccc21,12,19,0,0.1,235,17,-13,-1,-19,1,97
Cc1ccc(-c2c(C(=O)N/N=C/c3ccco3)nnn2-c2nonc2N)cc1,-11,-35,7,x,-1,5,-11,6,35,-3,91
Cc1n[nH]c(C)c1S(=O)(=O)N1CCN(C(=O)c2ccco2)CC1,17,6,-6,0.4,49,-1,-4,-2,-6,2,109
c1ccc2c(c1)CCOC2CNCCCN1CCCCC1 (centres undefined),-2,37,-5,2.1,10,21,2,16,-37,5,105
CCOC(=O)C1CCN(C2=NC(=O)/C(=C/c3ccc(Cl)cc3)S2)CC1,-14,14,-5,-0.3,-3,16,-1,4,-14,-27,113
COC(=O)c1cc(C)c(C)cc1NC1OC(CO)C(O)C1O (centres undefined),-7,1,3,0.2,x,-5,-1,3,-1,0,99
O=C1C=CC(=Nc2cccc3c2C(=O)c2ccccc2-3)O1,10,16,2,1.9,x,-23,-1,-1,-16,-1,87
NS(=O)(=O)c1ccc(NC(=O)CSc2nnc3n2CCCCC3)cc1,14,9,-5,-0.4,38,-6,4,-3,-9,0,95
O=C(COc1ccccc1)Nc1nc(-c2cccnc2)cs1,-4,-9,2,-1.9,22,19,10,-1,9,-14,x
C#CCNC(=O)C1=C[C@H](C(C)(C)C)C[C@H](OCCCCO)O1,19,13,-3,-1.7,9,5,6,x,-13,0,106
CCN(CC)CCNC(=O)c1ccc2c(c1)NC(=O)c1ccccc1S2,32,46,-5,0.5,-7,-3,1,18,-46,-7,108
CC(C)(CNC(=O)c1ccc(NS(=O)(=O)c2ccc(F)c(F)c2)cc1)N1CCOCC1,-1,45,-5,-0.1,250,-6,2,-5,-45,-4,103
O=C(C1CCCN(S(=O)(=O)c2cnc[nH]2)C1)N1CC(=O)N(CCc2ccccc2)C(=O)C1 (centres undefined),2,-3,-16,2.1,-7,6,-4,x,3,2,106
CCOC(=O)c1cc2c(nc1NC(=S)Nc1ccccc1)CC(C)(C)OC2,-4,13,-7,-0.6,7,0,-5,-3,-13,-6,84
CCn1c(C)cc(C(=O)COC(=O)c2ccccc2[N+](=O)[O-])c1C,-4,-66,-4,9.5,-22,-96,-8,3,66,0,97
C/C(CC(=O)Nc1ccc(C)c(Cl)c1)=N\NC(=O)C1CCCCC1,23,16,-6,-0.8,-16,3,-8,2,-16,-2,105
O=C(CC1Oc2ccccc2NC1=O)NCCCN1CCN(Cc2ccccc2)CC1 (centres undefined),-2,5,-8,-0.1,11,-11,0,x,-5,-6,103
CCC(C)C(=O)Nc1nc(C)c(-c2csc(Nc3ccc(Cl)cc3)n2)s1 (centres undefined),11,-78,-4,-2.1,-13,-28,-7,x,78*,-5,107
O=C(OCN1C(=O)c2ccccc2C1=O)c1cccnc1SC(F)F,21,-8,-9,0.3,10,-1,-5,-5,8,-1,96
CC1(C)CC(=O)C(C=NCCN2CCN(C(=O)C34CC5CC(CC(C5)C3)C4)CC2)=C(O)C1,3,18,-5,-0.6,-5,3,5,-2,-18,2,107
CNC[C@@H]1Oc2ccc(NS(=O)(=O)c3ccc(OC)cc3)cc2CC(=O)N([C@H](C)CO)C[C@@H]1C,7,15,10,-0.1,28,0,0,x,-15,0,97
O=C(C[C@@H]1C/C=C\CC[C@H](Cc2ccc(F)cc2)C(=O)OC[C@@H]2CCCN2C1=O)NCCO,-7,3,-8,0.5,-14,8,-5,x,-1,0,104
Cc1ccc(N(C(=O)c2snc(C(N)=O)c2N)C(C(=O)NCc2ccccc2)c2ccncc2)c(C)c1 (centres undefined),-3,21,-4,3.2,18,-13,8,-5,-21,-16,100
Cc1cc(NC(=O)COC(=O)C2CC(=O)N(c3ccccc3Cl)C2)no1 (centres undefined),5,x,0,-0.9,-38,0,1,-2,x,-4,x
CCN(c1ccccc1)S(=O)(=O)c1ccc(NC(=O)c2nc(S(C)(=O)=O)ncc2Cl)cc1,25,-10,-1,-0.8,40,-99,0,2,10,-6,128
O=C(NCc1ccco1)c1c2c(nc3ccccc13)CCC2,4,16,0,-1.1,-17,8,2,-3,-16,-16,104
CCOc1ccc2nc3c(cc2c1)CN(CCOC)C(=NCCOC)S3,8,-75,-1,0.3,-14,x,-1,3,u,-14,105
COc1cc(NC(=O)CSCc2ccc(Cl)cc2Cl)c(C(=O)O)cc1OC,36,7,-7,-0.3,2,x,2,-2,-7,1,104
CCOc1ccc(Oc2nc(C)cc(OC)n2)nn1,5,19,-4,3.8,-10,0,1,-3,-19,-4,103
COC(=O)C(Cc1ccc(O)cc1)NC(=O)C(C)Oc1ccccc1 (centres undefined),3,4,5,2.1,214,-4,3,-1,-4,-5,104
CCc1cc2cc(C)c(C)cc2nc1SCC(=O)Nc1cc(C)on1,7,-27,-4,-1.1,-9,1,-2,0,27,-9,60*
CCOc1ccc(C(=O)COC(=O)CC)cc1,-5,-3,6,0.7,6,21,0,-2,3,8,93
